STAT3 act – increases IL-6 driven STAT3 reporter signal. activation (% of control), % at 5.6 µM. hit rate 0.91% among 190,000. U3A cells, IL-6 STAT3-luciferase reporter, luminescence; 100% = signal with IL-6 EC80 alone;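 active means activation above the screen-wide mean of compound activation plus 3 SD, cut at about 130% in these data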;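 further: 0% = background luminescence of wells with medium and substrate only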
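Test system: STAT3-luciferase reporter U3A cells; Detection: reporter luminescence signal; Times: 1 h compound pre-exposure, 6 h IL-6 stimulation, 37 °C; Benchmarks: IL-6-only high control; Also added: IL-6 stimulus at 33 ng/mL final.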
PPARg SRC-2 ag – agonists of SRC-2 recruitment by human PPARgamma; P37231; activation, % at 8 µM; hit rate 0.34% among 200,000; PPARgamma LBD-SRC-2 recruitment, biochemical; in the data active means activation above about 22%;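 further: 0% = vehicle and 100% = reference agonist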
Target sequence (P37231 whole entry, looked up, the tested form may be a part): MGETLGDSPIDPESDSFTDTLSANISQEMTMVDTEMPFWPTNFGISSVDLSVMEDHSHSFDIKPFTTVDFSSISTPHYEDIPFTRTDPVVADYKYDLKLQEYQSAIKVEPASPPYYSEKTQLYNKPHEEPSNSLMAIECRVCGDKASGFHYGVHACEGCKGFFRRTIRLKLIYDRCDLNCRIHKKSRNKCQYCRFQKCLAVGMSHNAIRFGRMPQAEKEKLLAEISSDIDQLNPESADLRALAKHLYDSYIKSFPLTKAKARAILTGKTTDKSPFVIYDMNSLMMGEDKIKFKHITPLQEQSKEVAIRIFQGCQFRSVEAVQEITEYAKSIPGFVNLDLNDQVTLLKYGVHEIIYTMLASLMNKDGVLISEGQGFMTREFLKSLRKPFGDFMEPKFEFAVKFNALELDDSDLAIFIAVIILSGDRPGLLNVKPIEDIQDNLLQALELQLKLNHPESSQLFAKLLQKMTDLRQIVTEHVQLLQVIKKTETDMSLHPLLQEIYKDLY
SRC2 TRFRET art – TR-FRET artefact, counter-screen to PPARgamma/SRC-2 agonist assay. hit rate 0.4% among 200,000. TR-FRET ratio at 8 µM. stronger effect = higher value; in the data active means TR-FRET ratio above about 2000; further: inactives centre near 1500
PPARg SRC-3 ag – PPARgamma-driven SRC-3 recruitment agonism; P37231; biochemical PPARgamma/SRC-3 coactivator recruitment assay; activation, % at 8 µM; hit rate 0.26% among 200,000; AID 731; in the data active means activation above about 23%;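 further: 0% = DMSO and 100% = reference agonist; some compounds past the cut are filed as inactive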
STAT3 inh – STAT3 signaling inhibition. U3A cells, IL-6 STAT3-luciferase reporter, luminescence; host cell line lacks STAT1. inhibition, % at 5.5 µM. hit rate 0.89% among 190,000. AID 862;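 active means inhibition above the mean inhibition across all screened compounds plus 3 SD, cut at about 44% in these data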;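 further: 0% = DMSO only wells and 100% = 100 µM nifuroxazide control wells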
bIAP inhibitor – blocks bovine intestinal alkaline phosphatase activity; inhibition, % at 20 µM; 190,000 tested, under 10 active; purified bovine IAP, CDP-star luminescence, 30 min;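 active means over 50% inhibition of intestinal alkaline phosphatase at 20 µM in the single-dose screen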
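test system = bovine IAP enzyme | medium = DEA buffer 100 mM, pH 9.8, with MgCl2 1.0 mM, ZnCl2 0.02 mM | detection = luminescence | dosing = single compound dose of 20 µM, 2% DMSO final | incubation = 30 min reaction at room temperature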
STAT1 inh – inhibitors of IFN-gamma induced STAT1 signaling; NIH 3T3 STAT1-luciferase reporter, luminescence; inhibition, % at 5.5 µM; hit rate 0.35% among 200,000; AID 920;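 active means inhibition above a set limit, the mean inhibition across all tested compounds plus 3 SD, cut at about 34% in these data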;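 further: 0% = IFN-gamma with DMSO and 100% = IFN-gamma with 300 µM nifuroxazide; values of inactives mirror those of a sister screen read the other way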
bIAP act – increases bovine intestinal alkaline phosphatase activity; purified bovine IAP, CDP-star luminescence, 30 min; stronger effect = higher value; fold of DMSO-control signal, blank-subtracted; activation factor at 20 µM; hit rate 0.17% among 200,000;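 active means activation factor of 2 or more at 20 µM, a signal rise over negative controls twice the positive control's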
TNAP act hiacc – TNAP (human) activation, high acceptor; AID 1136; purified TNAP, CDP-star luminescence, 1 M DEA, 30 min; stronger effect = higher value; 0 = EDTA background, 1 = DMSO-only activity; 200,000 tested, under 10 active; activation factor at 20 µM; P05186;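 active means activation factor at least 2 at 20 µM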
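Control set: EDTA negative control, DMSO positive control / Assay system: human TNAP / Quantity: TNAP 1/800 final / Evaluation: TNAP activation factor scaled between EDTA and DMSO control wells / Measured by: luminescent substrate turnover signal / Compound dosing: one dose, 20 µM / Times: 30 min enzyme reaction at room temperature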
PPARg SRC-1 ag – agonists of human PPARgamma SRC-1 coactivator recruitment. P37231. PPARgamma-SRC-1 coactivator recruitment biochemical assay. activation, % at 8 µM. hit rate 0.41% among 200,000. AID 631; in the data active means activation above about 19%;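 further: 0% = DMSO and 100% = reference agonist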
ROMK mod – modulates human ROMK potassium channel activity. Tet-inducible ROMK, thallium flux fluorescence; actives lie on both sides. hit rate 2% among 130,000. P48048. B-score at 10 µM;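 active means signal ratio slope over the read window, or its plate-corrected B-score, at least 3 SD from the plate mean, either direction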;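 further: B-score of the F/F0 ratio slope over 7 to 12 s after thallium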
Target sequence (P48048 whole entry, looked up): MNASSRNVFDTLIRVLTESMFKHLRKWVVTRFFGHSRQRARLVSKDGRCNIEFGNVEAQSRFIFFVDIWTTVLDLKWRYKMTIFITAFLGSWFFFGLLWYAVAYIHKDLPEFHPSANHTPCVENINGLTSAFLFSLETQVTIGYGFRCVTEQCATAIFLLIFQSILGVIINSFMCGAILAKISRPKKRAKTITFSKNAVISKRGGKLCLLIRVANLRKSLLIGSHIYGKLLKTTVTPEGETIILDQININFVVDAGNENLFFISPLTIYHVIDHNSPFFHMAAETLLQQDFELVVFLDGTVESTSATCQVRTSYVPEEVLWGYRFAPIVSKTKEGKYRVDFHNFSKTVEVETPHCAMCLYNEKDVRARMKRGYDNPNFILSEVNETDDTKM
* hit, by the source's call; · = not tested or not shown.

SMILES | STAT3 act | PPARg SRC-2 ag | SRC2 TRFRET art | PPARg SRC-3 ag | STAT3 inh | bIAP inhibitor | STAT1 inh | bIAP act | TNAP act hiacc | PPARg SRC-1 ag | ROMK mod
C=CCn1c(SCC(=O)c2[nH]c(C)c(C(=O)OCC)c2C)nc2scc(-c3ccc(OC)cc3)c2c1=O | 95 | -1 | 1514 | -1 | 4 | · | -2 | 0.3 | 1 | 3 | 1.1
Oc1ccc(Br)cc1-c1cc(-c2ccco2)[nH]n1 | 136* | 1 | 1375 | 2 | -35 | 0 | -1 | 1 | 1 | 3 | 0.18
Nc1nc(-c2ccco2)cs1 | 116 | 5 | 1592 | 11 | -16 | 30 | -1 | 0.7 | 1 | 4 | ·
COC(=O)NC1(C(F)(F)F)C(=O)NC(C)=C1C(=O)OC (stereo unspecified) | 103 | -5 | 1503 | 8 | 0 | 2 | 1 | 1 | 1 | 1 | 0.64
COc1ccc(C2C(C#N)=C(C)NC3=C2C(=O)CC(C)(C)C3)cc1 (stereo unspecified) | 94 | -5 | 1511 | -11 | 8 | 5 | 3 | 0.9 | 1.1 | 1 | -0.47
COc1ccc(-c2nn(C)c(=O)c3ccccc23)cc1CNC(=O)c1ccco1 | 83 | 3 | 1424 | -13 | 22 | -12 | 8 | 1.1 | 1 | -5 | -0.99
CC1CC(NC(=O)CCn2c(=O)oc3ccccc32)CC(C)(C)C1 (stereo unspecified) | 103 | 3 | 1566 | 5 | -4 | -5 | -1 | 1.1 | 1.1 | 9 | ·
COC(=O)c1nn(-c2nc(-c3ccc(OC)c(OC)c3)cc(C(F)(F)F)n2)cc1[N+](=O)[O-] | 109 | 4 | 1584 | 1 | 0 | 10 | -10 | 0.9 | 1 | 5 | 0.75
FC(F)(F)c1cc(Oc2ccc(Cl)cc2)nc(-c2ccccn2)n1 | 97 | 6 | 1567 | 6 | 13 | 0 | 3 | 1 | 1 | -4 | ·
CC(C)(C)c1[nH]nc2c1C(c1ccoc1)C(C#N)=C(N)O2 (stereo unspecified) | 98 | 2 | 1351 | -14 | 8 | 1 | 30 | 1 | 0.9 | -5 | 0.17
COc1ccc(NC(=O)CCC(=O)OC(C(=O)c2ccccc2)c2ccccc2)cc1 (stereo unspecified) | 104 | 4 | 1452 | 3 | 0 | 8 | 2 | 0.9 | 1 | -6 | -0.44
CC(=O)c1cccc(NC(=O)N2CCCC2C(=O)Nc2ccc3c(c2)OCO3)c1 (stereo unspecified) | 99 | -3 | 1592 | 1 | 6 | -10 | 9 | 1.1 | 1.1 | 2 | 0.41
O=C(O)[C@H]1CCC(=O)N1Cc1ccco1 | 103 | 2 | 1484 | -10 | -1 | 11 | -7 | 0.9 | 1 | 4 | ·
CCOC(=O)CC(NC(=O)Cc1ccc(F)cc1)c1ccccc1Cl (stereo unspecified) | 93 | 11 | 1549 | 3 | 9 | 7 | -9 | 0.9 | 1 | 5 | -0.18
CCCCn1c(=O)c(CCC(=O)OCC(=O)NC(=O)NCCC(C)C)nc2ccccc21 | 102 | -9 | 1606 | -1 | 0 | -2 | -1 | 1 | 0.9 | -1 | ·
O=C(NC1CCCc2ccccc21)c1cncc(Br)c1 (stereo unspecified) | 92 | 10 | 1679 | -7 | 13 | 8 | -3 | 0.9 | 1 | 5 | -0.092
O=c1c(/C=C(\O)c2ccc(F)cc2)nc2ccccc2n1-c1ccccc1 | 79 | 5 | 1744 | 0 | 30 | 42 | -8 | 0.6 | 0.9 | 5 | ·
Cc1nnc(SCC(=O)Nc2sccc2C#N)n1Cc1ccccc1 | 101 | 2 | 1779 | 3 | 5 | -9 | -2 | 1.1 | 1 | 7 | 0.64
COC(=O)C(Cc1ccc(O)cc1)NC(=O)C12CC3CC(CC(C3)C1)C2 (stereo unspecified) | 95 | 4 | 1492 | 4 | 13 | -14 | -2 | 1.1 | 1 | 6 | 1.7
CN(C)S(=O)(=O)N1CCN(C(=O)c2cccs2)CC1 | 97 | 8 | 1470 | -10 | 4 | 10 | -4 | 0.9 | 1 | -2 | 1.2

One compound at a time, as listed above.
Results for COC(=O)c1nn(-c2nc(-c3ccc(OC)c(OC)c3)cc(C(F)(F)F)n2)cc1[N+](=O)[O-] : STAT3 act = 109; PPARg SRC-2 ag = 4; SRC2 TRFRET art = 1584; PPARg SRC-3 ag = 1; STAT3 inh = 0; bIAP inhibitor = 10; STAT1 inh = -10; bIAP act = 0.9; TNAP act hiacc = 1; PPARg SRC-1 ag = 5; ROMK mod = 0.75
Results for CCOC(=O)CC(NC(=O)Cc1ccc(F)cc1)c1ccccc1Cl (stereo unspecified) : STAT3 act = 93; PPARg SRC-2 ag = 11; SRC2 TRFRET art = 1549; PPARg SRC-3 ag = 3; STAT3 inh = 9; bIAP inhibitor = 7; STAT1 inh = -9; bIAP act = 0.9; TNAP act hiacc = 1; PPARg SRC-1 ag = 5; ROMK mod = -0.18

Remaining list, next part.
SMILES | STAT3 act | PPARg SRC-2 ag | SRC2 TRFRET art | PPARg SRC-3 ag | STAT3 inh | bIAP inhibitor | STAT1 inh | bIAP act | TNAP act hiacc | PPARg SRC-1 ag | ROMK mod
O=C(Nc1cccc(NC(=O)c2ncn[nH]2)c1)c1cccc(Cl)c1 | 101 | -2 | 1492 | -2 | 0 | -7 | 2 | 1.1 | 1 | 1 | 0.059
CCCn1c(SCC(=O)NCCc2ccccc2)nnc1-c1ccco1 | 89 | 0 | 1668 | 2 | 16 | 11 | 1 | 0.9 | 1.1 | 5 | 0.33
O=C(c1c[nH]c(C(=O)C(Cl)(Cl)Cl)c1)c1ccccc1Br | 97 | -5 | 1422 | -3 | 11 | -15 | 6 | 1.1 | 1 | 3 | -0.27
CCOc1ccc(/C=C2/SC(=O)NC2=S)cc1 | 104 | 3 | 1503 | 3 | -4 | -12 | -24 | 1.1 | 0.8 | 5 | 4.4*
CC(=O)NCc1ccc(S(=O)(=O)N/N=C/c2ccc(N(C)C)cc2)cc1 | 104 | -7 | 1460 | -3 | -2 | 8 | -2 | 0.9 | 1 | -2 | ·
CCCCC(=O)Nc1cccc(NC(=O)c2ccccc2Br)c1 | 107 | 2 | 1637 | -1 | 2 | 23 | 5 | 0.8 | 1 | 7 | ·
CN(C)/C=N/c1nc2nccc(-c3ccc(F)cc3)n2n1 | 100 | -2 | 1645 | 2 | 2 | -7 | -3 | 1.1 | 1 | 4 | -0.48
Cc1cc(C)cc(N=Cc2[nH]c3ccc(Br)c(Cl)c3c2O)c1 | 103 | -6 | 1386 | 1 | 1 | 33 | 12 | 0.7 | 0.9 | 5 | -0.38
COC(=O)c1cccc(N(C(=O)c2ccco2)C(C(=O)NC2CCCC2)c2ccco2)c1 (stereo unspecified) | 102 | -2 | 1449 | -6 | -1 | 12 | -4 | 0.9 | 1 | 0 | 0.022
Cn1c(=O)[nH]c(=O)c2c1nc(NCCCn1ccnc1)n2Cc1cccc(Br)c1 | 94 | 8 | 1608 | 6 | 11 | 9 | 12 | 0.9 | 1 | 3 | ·
COc1cc(/C=N/Nc2nc(=O)[nH]nc2C)cc(OC)c1O | 104 | 17 | 1833 | 7 | 4 | -2 | -24 | 1 | 0.9 | 2 | -0.45
S=c1[nH]nc(-c2ccc(Br)o2)n1Cc1ccccc1 | 96 | 4 | 1502 | -1 | 10 | 39 | -3 | 0.6 | 1 | 0 | 0.49
C=C(C)[C@@H]1CC=C(CN2CCC(N3CCC(C(=O)N4CCCC4)CC3)CC2)CC1 | 113 | -4 | 1619 | -2 | -2 | 0 | 21 | 1 | 1.1 | 4 | -0.77
CCOC(=O)C(NC(=O)CC)(Nc1cc(C)on1)C(F)(F)F (stereo unspecified) | 102 | 3 | 1713 | 1 | -1 | -3 | 8 | 1 | 1 | 6 | 1.2
CC(=O)OCC1OC(Sc2cccc3cccnc23)C(OC(C)=O)C(OC(C)=O)C1OC(C)=O (stereo unspecified) | 97 | 13 | 1521 | -2 | 10 | 6 | -2 | 0.9 | 1.1 | 2 | -0.55
CCc1nnc(NC(=O)C2CCCCC2)s1 | 102 | 13 | 1546 | 8 | 4 | 8 | -7 | 0.9 | 1 | 11 | ·
CN(CC(=O)Nn1cnnc1)S(=O)(=O)c1ccc(Br)cc1 | 99 | -12 | 1443 | 6 | 5 | 4 | -1 | 1 | 1 | 5 | ·
COc1ccc(OC)c(CN2C(=O)c3ccccc3C2C(=O)NCc2cccnc2)c1 (stereo unspecified) | 89 | 3 | 1674 | 10 | 13 | -14 | -4 | 1.1 | 1 | 3 | ·
CCOCCCn1c(SCC(=O)NCc2ccco2)nc2c(sc3ccccc32)c1=O | 94 | 2 | 1609 | 3 | 7 | -10 | 1 | 1.1 | 1.1 | -2 | 0.9
Nc1cc(-c2ccccc2)ccc1O | 102 | 7 | 1457 | 2 | 2 | 6 | 8 | 0.9 | 1 | 7 | ·
O=C(NC1CC1)c1ccc(-c2ccccc2)cc1 | 103 | 0 | 1738 | -1 | 3 | -4 | -35 | 1 | 1 | -2 | 0.5
NC(=O)C1(N2CCCCC2)CCN(C(=O)NC2CCCCC2)CC1 | 104 | 3 | 1589 | -5 | 6 | 3 | 3 | 1 | 1 | -10 | ·
Cc1ccc(C(=O)C2COC(=O)C2)cc1 (stereo unspecified) | 105 | 9 | 1644 | -6 | -2 | 12 | 1 | 0.9 | 1 | 8 | 1.1
CCOC(=O)NC(NCC(O)c1ccccc1)(C(F)(F)F)C(F)(F)F (stereo unspecified) | 104 | 3 | 1438 | -3 | 3 | 10 | -4 | 0.9 | 1.1 | -5 | 0.24
S=C(NCC1CCCO1)N1CCN(c2nc(-c3ccc(Cl)cc3)cs2)CC1 (stereo unspecified) | 94 | 0 | 1631 | 1 | 12 | 11 | 28 | 0.9 | 1.1 | 4 | -0.15
CCOC(=O)c1ccccc1NC(=O)CSc1ncc(C(=O)OCC)c(N)n1 | 105 | -2 | 1463 | 2 | 0 | 2 | 6 | 1 | 1 | 4 | -0.85
COCCn1nnnc1C(c1ccc(Cl)cc1)N1CCSCC1 (stereo unspecified) | 100 | 6 | 1679 | -7 | 3 | 4 | 4 | 1 | 1 | 8 | ·
O=C(NCc1cccs1)c1csc2ccccc12 | 99 | -4 | 1530 | -16 | 5 | 10 | -3 | 0.9 | 1.1 | 5 | ·
O=c1cc(-c2ccc(Cl)cc2)[nH][nH]1 | 98 | 13 | 1597 | 2 | 6 | -1 | -5 | 1 | 1 | 7 | 0.17
COc1ccc(C)cc1NC(=O)C1COc2ccccc2O1 (stereo unspecified) | 94 | 12 | 1573 | 0 | 11 | 2 | -20 | 1 | 1 | 3 | -0.45
CCOc1ccc(NC(=O)c2ccccc2OCC(=O)c2ccc(C)cc2)cc1 | 90 | 10 | 1677 | 10 | 12 | 3 | 3 | 1 | 0.9 | 7 | -0.22
O=C(NC1CCCCC1)c1ccc(Cl)c(NC(=O)c2ccccc2F)c1 | 101 | 6 | 1656 | 1 | -1 | -9 | 2 | 1.1 | 1 | 7 | -1.1
O=C(O)CCC(=O)OCC1CCCCC1 | 96 | 0 | 1692 | -1 | 5 | 16 | 9 | 0.8 | 1 | 7 | -0.38
